PI4K2A inh: PI4K2A (human) kinase inhibition | Q9BTU6 | purified PI4K2A, ADP-Glo luminescence, 1 h; stronger effect = lower value | activity change, negative = inhibition, % at 76.9 µM | actives 0.13% (n = 420,000) | AID 1346378; in the data active = activity change below about -50%; inconclusive = mostly about -30% to -49%;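 also: -100% = wells without enzyme as full effect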
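Compounds are screened against recombinant PI4K2A using PI as substrate and ATP, the latter dispensed at 300 microM. Reactions run one hour at ambient temperature before ADP-Glo detection; full inhibition defined by wells lacking enzyme.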
Pin1 inhibitor: blocks the human prolyl isomerase Pin1; Potency, µM (highest dose often 115 µM), for inactives: at the highest dose activity, negative = inhibition, actives largely listed as inhibitors; actives 0.009% (n = 390,000); Pin1 FP peptide displacement, HiFluor488, 10 min; Q13526; active = well fitted inhibition curve with a large enough effect in the polarisation, with a control signal flat, not every such curve was filed as active; inconclusive = small, poorly fitted or top-dose-only effect, or effect the other way, or a change in a side signal; inactive = no such curve, though single readings can be large or run the other way; the % refers to the polarisation; also: potency is read from the fitted curve at half-maximal effect; % is scaled to controls: 0 for no effect and ±100 for the full control effect
Target sequence (Q13526 whole entry, looked up): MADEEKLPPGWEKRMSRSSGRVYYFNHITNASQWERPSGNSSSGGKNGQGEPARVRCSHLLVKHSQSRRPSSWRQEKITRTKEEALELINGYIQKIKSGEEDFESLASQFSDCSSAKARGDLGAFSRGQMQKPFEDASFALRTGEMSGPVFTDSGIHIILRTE
rTrxR1 inhibitor: inhibitors of rat thioredoxin reductase 1 | Potency, µM (doses to about 114 µM), inactives show top-dose activity change, negative = inhibition, usual class: inhibitors | actives 1% (n = 390,000) | O89049 | recombinant rTrxR1, NADPH fluorescence consumption, selenite substrate | AID 588453; also: potency is read from the fitted curve at half-maximal effect; % is scaled to controls: 0 for no effect and ±100 for the full control effect; nearly all actives have a fitted effect of over 65% in size
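Rat TrxR1 (90 nM in the dispensed reagent) was pre-reduced with 400 uM NADPH for 5 min at room temperature, then incubated with compound for 15 min. After 400 uM selenite was added, NADPH fluorescence (Ex 340/Em 450 nm) was followed for 8 min.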
HP1b chromo inh: HP1-beta chromodomain-methylated histone interaction inhibition | P83916 | actives 0.56% (n = 390,000) | AlphaScreen HP1-beta / biotin-H3K9me3 peptide binding | AID 540317 | Potency, µM (highest dose often 114 µM), for the others: at the highest dose activity change, negative = inhibition, most hits filed as inhibitors; also: potency is read from the fitted curve at half-maximal effect; nearly all actives have a fitted effect of over 70% in size; inactives centre near 23
Target sequence (P83916 whole entry, looked up): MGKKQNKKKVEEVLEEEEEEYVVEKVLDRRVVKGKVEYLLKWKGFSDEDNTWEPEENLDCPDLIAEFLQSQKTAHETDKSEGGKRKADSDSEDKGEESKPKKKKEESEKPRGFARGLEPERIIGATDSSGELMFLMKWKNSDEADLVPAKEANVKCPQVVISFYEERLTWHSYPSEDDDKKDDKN
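HP1-beta protein (50 nM final) preincubated 30 min at room temperature with biotinylated H3(1-18)K9me3 peptide (50 nM) in PBS pH 7.4, 0.01% Tween-20, then compound added for 30 min. AlphaScreen streptavidin donor/nickel chelate acceptor beads (10 ug/mL final), 30 min dark, luminescence read.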
Tb PGK inh: T. brucei PGK inhibition; P07378; PGK/GAPDH coupled, Kinase-Glo luminescence, 60 min; Potency, µM (doses to about 57.5 µM), for the others: at the top dose activity change, negative = inhibition, actives largely listed as inhibitors; actives 0.043% (n = 380,000); AID 602233; also: potency is read from the fitted curve at half-maximal effect; % is scaled to controls: 0 for no effect and ±100 for the full control effect; nearly all actives have a fitted effect of over 60% in size
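Luminescent ATP detection (Kinase-Glo Plus) follows a 60-minute room-temperature incubation, with wells lacking PGK as controls. Buffer: 100 mM TEA (pH 7.6), 5 mM MgCl2, 0.01% Tween-20. Coupling enzyme GAPDH (100 nM final) supplies unstable 1,3-BPG in-well.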
GLS inhibitor: inhibitors of human glutaminase (GLS); actives 0.21% (n = 410,000); O94925; Potency, µM (top dose mostly 45.5 µM), for inactives: at the top dose activity change, negative = inhibition, most hits filed as inhibitors; GLS enzymatic activity, qHTS titration; also: potency is read from the fitted curve at half-maximal effect; % is scaled to controls: 0 for no effect and ±100 for the full control effect
Target sequence (O94925 whole entry, looked up): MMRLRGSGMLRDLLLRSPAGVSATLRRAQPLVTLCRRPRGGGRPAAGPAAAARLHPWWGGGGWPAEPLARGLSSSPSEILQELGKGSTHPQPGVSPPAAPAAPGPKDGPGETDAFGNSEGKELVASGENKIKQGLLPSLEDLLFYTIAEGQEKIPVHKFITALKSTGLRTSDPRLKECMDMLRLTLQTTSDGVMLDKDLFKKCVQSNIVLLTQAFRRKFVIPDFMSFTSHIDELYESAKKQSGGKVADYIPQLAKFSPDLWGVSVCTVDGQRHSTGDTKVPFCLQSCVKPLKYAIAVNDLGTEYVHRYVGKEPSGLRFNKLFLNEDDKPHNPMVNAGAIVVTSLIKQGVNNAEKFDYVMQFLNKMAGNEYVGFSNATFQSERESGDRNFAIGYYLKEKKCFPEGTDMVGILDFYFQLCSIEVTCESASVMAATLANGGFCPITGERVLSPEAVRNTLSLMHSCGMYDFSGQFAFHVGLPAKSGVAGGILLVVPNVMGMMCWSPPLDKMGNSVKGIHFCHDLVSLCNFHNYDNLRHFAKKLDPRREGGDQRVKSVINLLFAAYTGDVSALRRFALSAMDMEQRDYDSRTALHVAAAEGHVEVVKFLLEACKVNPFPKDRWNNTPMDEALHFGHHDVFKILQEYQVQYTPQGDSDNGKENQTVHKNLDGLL
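hKGA; 45 mM KH2PO4 pH 8.2 + 0.02% Tween-20; cpd via pin tool; 1 mM Gln soln; GluOx/HRP/Amplex Red; RT 30 min; fluor. t0 & final.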
USP1 inh: USP1/UAF1 (human) deubiquitinase inhibition; Potency, µM (series often up to 57.1 µM), without a hit: at the highest dose activity change, negative = inhibition, most hits filed as inhibitors; actives 0.23% (n = 390,000); AID 743255; O94782; recombinant USP1/UAF1, Ub-Rhodamine cleavage fluorescence; also: potency is read from the fitted curve at half-maximal effect; % is scaled to controls: 0 for no effect and ±100 for the full control effect; nearly all actives have a fitted effect of over 60% in size; inactives centre near -12
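USP1/UAF1 complex (1 nM) preincubated 15 min at room temperature with compound, then Ub-Rho substrate (150 nM final) added. Kinetic fluorescence at 480/540 nm over 6 reads at 60 s intervals; 50 mM HEPES pH 7.8, 0.5 mM EDTA, 0.1 mg/ml BSA, 1 mM TCEP, 0.01% Tween-20.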
TrxR1 substrate: rat thioredoxin reductase 1 substrate activity. O89049. purified TrxR1 substrate turnover, NADPH consumption readout. Potency, µM (doses to about 114 µM), for the others: at the highest dose activity change, negative = substrate turnover. actives 0.01% (n = 390,000). AID 588456; also: potency is read from the fitted curve at half-maximal effect; % is scaled to controls: 0 for no effect and ±100 for the full control effect; nearly all actives have a fitted effect of over 50% in size
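Rat TrxR1, dispensed at 90 nM, was prereduced with 400 uM NADPH (final) for 5 min at ~22 deg C, then incubated with compound 15 min before 400 uM selenite. A first-read NADPH fluorescence drop versus no-compound background flagged substrates.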
mIDH1 inhibitor: human IDH1 R132H inhibition. O75874. IDH1-R132H enzyme, NADPH consumption, diaphorase/resazurin fluorescence. Potency, µM (series often up to 76.6 µM), inactives show top-dose activity change, negative = inhibition, actives largely listed as inhibitors. actives 0.093% (n = 390,000). AID 602179; also: potency is read from the fitted curve at half-maximal effect; % is scaled to controls: 0 for no effect and ±100 for the full control effect; nearly all actives have a fitted effect of over 65% in size
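IDH1-R132H (0.5 ug/mL dispensed) in pH 7.5 Tris buffer was preincubated 30 min with compound, then given a substrate mix of 0.016 mM NADPH and 2 mM alpha-KG for 80 min at room temperature; remaining NADPH was read by diaphorase/resazurin fluorescence.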
The depositor's hits bear a star; i = inactive; ? = inconclusive; nt = not tested or not shown; [ ] = dose if it differs, or a comment. Unless noted, calls follow the shape of the dose curve; as a rule, active = well fitted curve in the direction sought with a large enough effect; inconclusive = small, poorly fitted or top-dose-only effect, or another doubt; inactive = no such curve, though single readings can be large; an effect the other way counts as inactive or inconclusive. An excerpt; rates above refer to the full screens.

SMILES | PI4K2A inh | Pin1 inhibitor | rTrxR1 inhibitor | HP1b chromo inh | Tb PGK inh | GLS inhibitor | USP1 inh | TrxR1 substrate | mIDH1 inhibitor
CCc1nn(-c2cc(Oc3cccc4ccccc34)nc(-c3ccccc3)n2)c(N)c1C#N | 11 | -1% | -1% | 15% | -1% | 1% | -11% | -7% | 5%
CN(C)/C=N/C(=S)Nc1ccc(Cl)cc1Cl | -4 | ? | 16% | 1% | -9% | 1% | -9% | -14%[11.4 µM] | 16%
CCCOc1ccc(C2C(C(=O)c3cc4ccccc4o3)=C(O)C(=O)N2c2cc(C)on2)cc1OC (centres undefined) | -3 | -12% | -7% | 19% | -4% | 6% | -22% | -12% | -7%
CCOC(=O)C1=C(COC(=O)c2ccc(OC)c(S(=O)(=O)N3CCOCC3)c2)NC(=O)NC1C (centres undefined) | 2 | -3% | 12% | 41%[activator] | -8% | -3% | -22% | 1% | 20%
CC1Cc2cc(/C(O)=C3/C(=O)C(=O)N(CCCn4ccnc4)C3c3ccc(Br)cc3)ccc2O1 (centres undefined) | 3 | -3% | 8% | 13% | -6% | -6% | -19% | -7% | -6%
S=c1[nH]nc(-c2cc(-c3ccccc3)n[nH]2)n1/N=C/c1cccc(Cl)c1 | 3 | ? | -7%[11.4 µM] | ? | -18% | ? | ? | 8%[57.1 µM] | -13%
COC(=O)c1cccc(NC(=O)CSc2nnc(C)n2C)c1 | 14 | 49%[activator] | 1% | 20% | 3% | 10% | -2% | 8%[57.1 µM] | 0%
O=C(Cn1nc(-c2ccc(Cl)cc2)c2ccccc2c1=O)Nc1cccnc1 | -2 | -2% | 1%[57.1 µM] | 27% | -14% | 20% | -15% | 18%[57.1 µM] | -3%
CN(C)c1nc(NC(C)(C)C)nc(SCC(=O)Nc2ccccc2)n1 | 2 | 0% | 6%[57.1 µM] | 31% | 3% | 3% | -19% | 6%[57.1 µM] | -3%
Cc1ccc2c(c1)C1CN(C)CCC1N2C(=O)c1ccccc1NS(=O)(=O)c1ccc(F)cc1 (centres undefined) | 6 | -8% | -19% | 28% | i | -1% | -8% | -9% | 9%
Cc1ccc(C(=O)N/N=C/c2ccc([N+](=O)[O-])s2)cc1 | -4 | 17% | 26% | 0% | -9% | 21% | 1% | 14% | 12%
CCOC(=O)c1cc(-c2ccccc2)n(CC(=O)Nc2ccc(CC)cc2)c1C | 1 | 10% | 14%[57.1 µM] | 10% | 11% | -11% | -19% | -9%[57.1 µM] | -10%
COCCCNC(=O)c1cnc2sc(N3CCCCCC3)nn2c1=O | -4 | -6% | -8%[57.1 µM] | 14% | 6% | -4% | -7% | 53%[activator][57.1 µM] | -4%
COc1ccc(NS(=O)(=O)c2cccc(C(=O)N/N=C(\C)c3cccnc3)c2)cc1 | -1 | -2% | -12% | 37% | -6% | -4% | -31% | -7% | -2%
CCOC(=O)/C=c1/s/c(=C/c2ccccc2OC)c(=O)n1CC(=O)N1CCOCC1 | 2 | 5% | -11% | 38% | -5% | -6% | -17% | -8% | 8%
Cc1ccc(C)c(NC(=O)CN(C)C(=O)c2ccc(-n3cncn3)c([N+](=O)[O-])c2)c1 | -4 | -4% | 13% | 31% | 2% | 1% | -18% | 0% | 2%
CC(C)(C)c1ccc(C(=O)NCC(=O)O)cc1 | 4 | 2% | -3%[57.1 µM] | 33%[activator] | 1% | 0% | -6% | -5% | -6%
O=C(CSc1nccn1-c1ncc(C(F)(F)F)cc1Cl)c1ccc(Br)cc1 | -1 | 3% | -11% | -12% | 8% | -9% | -7% | -6% | -2%
O=C(NC1CCCCC1)C(c1cccnc1)N(C(=O)CCl)c1cccc(Cl)c1 (centres undefined) | 19 | 2% | 6.3µM* | 12% | -1% | 5% | -6% | -2% | -8%
COc1ccccc1-c1ccc(=O)n(CC(=O)NCc2ccco2)n1 | 3 | -7% | 8% | 24% | -6% | 0% | -8% | -4% | 3%
CCN1CCN(C(c2ccc(OC)cc2)C(O)C(=O)c2c[nH]c3ccccc23)CC1 (centres undefined) | -1 | -3% | -6% | 34%[activator] | -3% | 1% | -7% | -1% | 5%
CCOCCCNC(=O)/C=C1\Sc2ccccc2N(Cc2ccccc2F)C1=O | -7 | 2% | -6% | 30% | -10% | -1% | -5% | 1% | 2%
Cc1cc(SCC(=O)N/N=C/c2ccc(O)cc2O)c(C)cc1Br | 0 | -4% | 17%[0.457 µM] | 23% | -6% | 16% | -22% | 2% | 2%
Cc1ccc(NC(=O)C2CC(=O)NC(N3CCCCC3)=N2)cc1Cl (centres undefined) | 0 | -14% | 12%[57.1 µM] | 20% | 7% | 13% | -5% | 15%[57.1 µM] | 4%
O=C(Nc1ccc(OC(F)F)c(Cl)c1)c1ccccn1 | 0 | 1% | 6% | 51%[activator] | -6% | -9% | 3% | -8% | 6%
CCC(CO)Oc1cc(NC(=O)c2cccc(OC)c2)c2ncn(C(C)C)c2c1 (centres undefined) | -9 | -8% | -11% | 24% | -1% | -18% | ? | -2% | -1%
COC(=O)[C@H](CCSC)NC(=O)Nc1ccc(OC)c(Cl)c1 | -2 | -10% | 4% | 16% | -9% | 12% | -29% | 0% | 10%
CN(C(=O)CSc1nnc(-c2ccco2)o1)C1CCCCC1 | 2 | -4% | -1% | 32% | -1% | -1% | -20% | -2% | 2%
COCC(=O)N(C)C[C@H]1Oc2ncc(Br)cc2C(=O)N([C@@H](C)CO)C[C@H]1C | 2 | nt | nt | nt | 9% | 0% | -28% | nt | -4%
O=C(NCC1CCCO1)c1nn2c(C(F)(F)F)cc(-c3cc(Br)cs3)nc2c1Br (centres undefined) | 0 | ? | -13% | 9% | -8% | -3% | -7% | 0% | 3%
COc1ccc(-c2nc(CNS(=O)(=O)c3ccccc3)cs2)cc1 | -3 | -5% | 6% | 52% | nt | 1% | -10% | -1% | nt
Cn1c(=O)c2c(SCCN3CCOCC3)nc(C3CCCC3)nc2n(C)c1=O | 1 | -1% | 6%[57.1 µM] | 15% | -10% | -20% | 4% | 0%[57.1 µM] | 1%
COc1ccc(N(CC(=O)NCc2ccco2)S(C)(=O)=O)cc1OC | 4 | -2% | 13% | 20% | i | -3% | -2% | 8% | 11%
CCCCn1c(N)c(N(CC(C)C)C(=O)c2cc(C)nc3ccccc23)c(=O)[nH]c1=O | -4 | -9% | 0% | 20% | -5% | 2% | 0% | -2% | 1%
Cc1cccc(N(C(=O)c2snc(C(N)=O)c2N)C(C(=O)NCC2CCCO2)c2ccc3ncccc3c2)c1 (centres undefined) | 3 | 1% | 16%[57.1 µM] | 31% | -6% | -15% | -12% | 39% | 2%
CC1CCN(C(=O)C2CCN(S(=O)(=O)c3ccc(-n4cnnn4)cc3)CC2)CC1 | 1 | 4% | 31% | 8% | i | 4% | -21% | 50%[activator] | 0%
CC1(C)CC(=O)C(C=Nc2ccc3[nH]ncc3c2)=C(O)C1 | 2 | 1% | 3% | 6% | -1% | 15% | -11% | 4% | 7%
S=c1[nH]nc(Cc2c[nH]c3ccccc23)o1 | 0 | -1% | ? | 13% | 2% | ? | ? | 12% | 6%
COC1(c2cc(-c3ccccc3)nc(N)n2)CCCCC1 | -3 | 1% | 12% | 24% | -13% | 1% | -20% | 8% | 3%
Cc1cc(C)c(S(=O)(=O)NCc2csc(-c3ccccc3)n2)c(C)c1 | 0 | -2% | 0% | 50%[activator] | nt | -6% | -24% | -5% | nt
CCCCCn1c(CN2CCN(C(=O)c3ccco3)CC2)nc2c1c(=O)n(C)c(=O)n2C | 0 | -1% | -1%[57.1 µM] | 25% | 2% | 13% | -14% | 7%[57.1 µM] | -6%
CCOC(=O)C1=C(NC(=S)NC(=O)c2ccccc2)c2ccccc2CC1C(C)C (centres undefined) | 5 | 6% | -32% | -28% | -9% | 1% | -24% | -13% | 0%
COc1ccc(/C=N/NC(=O)c2ccc(NC(=O)c3ccccc3Br)cc2)cc1 | -2 | 5% | 8%[57.1 µM] | 4% | -7% | 7% | 5% | 7%[57.1 µM] | 6%
CC(C)(O)CN(C(=O)c1ccc([N+](=O)[O-])cc1)C1CCCC1 | -1 | 3% | -11%[11.4 µM] | 40%[activator] | 2% | 0% | -7% | 9%[57.1 µM] | 0%
C#CCNC(=O)C1=C[C@H](c2coc3ccccc3c2=O)[C@@H](CCCO)[C@H](OCC)O1 | 2 | 3% | 3%[57.1 µM] | 34% | 7% | 0% | -9% | 8%[57.1 µM] | -2%
C=CCNC(=O)NC(=O)Cn1c(=O)c2c(ncn2CC)n(Cc2ccccc2)c1=O | 2 | 6% | 8% | 31% | 6% | 5% | -12% | -6% | -5%
COc1ccccc1OCCOc1ccc(/C=C2\C(=N)N3N=C(S(C)(=O)=O)SC3=NC2=O)cc1 | -3 | 3% | -21% | -14% | nt | 2% | -25% | 4% | ?
